Bioassay records as filed in PubChem BioAssay.
Hck-Nef inh: human Hck-Nef kinase inhibition; P08631; Recombinant Hck-YEEI plus Nef, Z-Lyte FRET kinase assay; inhibition, % at 20 µM; hit rate 0.68% among 220,000;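 active = Hck-Nef kinase inhibition above about 50%, limit read from the data; inactive = inhibition below that limit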;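 also: 0% = DMSO with Hck plus Nef and 100% = Hck alone without Nef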
eIF4E-4G inh: eIF4E/eIF4G interaction inhibition in translation initiation | hit rate 0.37% among 220,000 | TR-FRET eIF4E-eIF4GI(517-606) binding, 2 h | inhibition, % at 21.7 µM | P63073+Q04637;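 active = inhibition above about 30%, limit read from the data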;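 also: 0% = full FRET control wells and 100% = background wells lacking eIF4GI fragment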
EP2 antag: inhibitors of human EP2 prostaglandin E2 receptor; C6 glioma cells expressing human EP2, cAMP TR-FRET; cells stimulated with saturating PGE2; inhibition, % at 25 µM; hit rate 0.52% among 260,000; AID 1422;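 active = percent inhibition above 40 after rounding to a whole number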;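 also: rat C6 glioma host cells with rolipram phosphodiesterase inhibitor present; the protocol text gives 20 µM as final concentration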
Target sequence (P43116 whole entry, looked up): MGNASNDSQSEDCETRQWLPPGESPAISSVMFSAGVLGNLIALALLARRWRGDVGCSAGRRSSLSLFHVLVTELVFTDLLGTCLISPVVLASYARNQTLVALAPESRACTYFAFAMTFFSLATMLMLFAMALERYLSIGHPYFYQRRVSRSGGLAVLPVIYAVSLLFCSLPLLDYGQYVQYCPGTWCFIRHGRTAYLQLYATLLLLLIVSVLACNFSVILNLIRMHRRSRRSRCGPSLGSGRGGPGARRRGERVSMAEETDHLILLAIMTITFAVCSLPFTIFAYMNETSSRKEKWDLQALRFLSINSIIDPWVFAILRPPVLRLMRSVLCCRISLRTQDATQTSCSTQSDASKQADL
Tb hexokinase: T. brucei hexokinase 1 inhibition. recombinant TbHK1, G6PDH-coupled NADH A340. inhibition, % at 10 µM. hit rate 0.11% among 220,000. AID 1430;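 active = inhibition of 50% or more in the single-dose primary screen; inactive = inhibition below 50%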
Rad51 HR inh: blocks human Rad51 in homologous recombination; Q06609; inhibition, % at 10 µM; hRad51 DNA strand exchange, fluorescence dequenching; hit rate 0.085% among 200,000;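 active = inhibition above 40% at the single screening dose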;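 also: 0% = DMSO control wells and 100% = blanks with heterologous ssDNA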
Target sequence (Q06609 whole entry, looked up): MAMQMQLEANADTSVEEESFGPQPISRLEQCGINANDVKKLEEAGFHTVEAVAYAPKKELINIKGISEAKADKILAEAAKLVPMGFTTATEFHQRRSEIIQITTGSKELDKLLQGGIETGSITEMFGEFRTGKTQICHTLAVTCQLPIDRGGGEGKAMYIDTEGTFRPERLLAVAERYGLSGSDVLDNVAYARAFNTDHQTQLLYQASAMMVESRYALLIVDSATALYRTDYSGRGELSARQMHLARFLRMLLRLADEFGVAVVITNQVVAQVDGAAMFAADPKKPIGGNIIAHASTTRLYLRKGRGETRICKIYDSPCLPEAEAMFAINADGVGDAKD
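Assay system: Human Rad51 nucleoprotein filaments preassembled on unlabelled ssDNA | Reagent: Donor/quencher-labelled 47-bp dsDNA substrate | Doses: One concentration, 10 µM final | Times: 37 °C 15-min filament assembly, 30-min compound preincubation, 15-min exchange | Technique: Fluorescein emission 520 nm, excitation 485 nm | Benchmarks: Plate control and blank wells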
m-calpain inh: calpain II (pig) inhibition; purified calpain II, fluorogenic peptide substrate, 30 min; inhibition, % at 16 µM; hit rate 0.37% among 220,000;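 active = inhibition above about 50%, limit read from the data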
EP2 modulator: modulates human prostaglandin E2 receptor EP2 signaling; P43116; AID 940; hit rate 0.83% among 260,000; EP2-expressing cells, cAMP HTRF FRET, PGE2 co-stimulation; induction, % at 25 µM;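 active = compounds whose cAMP rise, as percent of the full-agonist control response, exceeds 60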;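 also: rat C6 glioma line stably carrying human EP2 under a CMV promoter; the protocol text gives 20 µM as final concentration; 100% = response of wells given 1 µM PGE2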
14-3-3 Bad inh: disrupts binding of bovine 14-3-3 zeta to phospho-Bad peptide. AID 781. TR-FRET 14-3-3zeta/Dy647-pBad peptide displacement, 1 h. hit rate 0.71% among 220,000. inhibition, % at 21.7 µM;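 active = inhibition above about 70%, limit read from the data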;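 also: 0% = full 14-3-3 plus peptide FRET controls and 100% = background without 14-3-3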
Target sequence (P63103 whole entry, looked up): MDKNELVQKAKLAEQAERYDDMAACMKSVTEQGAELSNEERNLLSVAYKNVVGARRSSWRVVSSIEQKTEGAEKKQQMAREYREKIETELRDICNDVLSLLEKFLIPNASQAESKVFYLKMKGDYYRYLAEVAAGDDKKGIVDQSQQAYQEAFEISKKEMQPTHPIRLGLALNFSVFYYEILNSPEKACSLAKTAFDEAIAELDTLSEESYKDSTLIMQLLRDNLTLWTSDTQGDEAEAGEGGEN
L929 necroptosis: blocks zVAD induced death of L929 cells | viability rescue, % at 10 µM | hit rate 0.38% among 220,000 | L929 zVAD necroptosis rescue, ATP luminescence, 24 h; with zVAD 60 µM;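 active = activation, scaled between plate controls, above about 75%, limit read from the data; inactive = activation under that limit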;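 also: 0% = zVAD with DMSO and 100% = DMSO alone without zVAD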
Starred values were filed as active, the others as inactive; i = inactive; x = not tested or not shown; & = joins results of further samples; [ ] = remark or other dose. A portion of the library; count on the stated rates, not on these rows.

molecule	Hck-Nef inh	eIF4E-4G inh	EP2 antag	Tb hexokinase	Rad51 HR inh	m-calpain inh	EP2 modulator	14-3-3 Bad inh	L929 necroptosis
CCOC(=O)NC(=O)/C(C#N)=C\Nc1ccc(Cl)cc1Cl	22	-1	6	-8	3	8	-10	-1	3.5
CCc1ccc(NC(=O)CSC2=C(C#N)C(c3ccc4c(c3)OCO4)CC(=O)N2)cc1 (stereo not drawn)	0	x	4	-3	-2	x	x	x	3.7
C/C=C/CSc1nc2c(c(=O)[nH]c(=O)n2C)n1CCC	4	1	8&7	15	2	-13	27&48	-1	-0.1
NS(=O)(=O)c1ccc(CCNC(=O)CCCCCn2c(=S)[nH]c3ccc(Br)cc3c2=O)cc1	50*	5	11	24	7	-32	38	36	0.1
CN(C)S(=O)(=O)N(CC(=O)NCCSCc1ccccc1)c1ccccc1	7	23	9	4	20	-20	18	-22	-0.7
CCOC(=O)N1CCN(c2ccc(Cl)cc2)CC1	4	2	14	-10	x	-11	24	-1	0.8
Cc1ccc(Oc2nc3ccccn3c(=O)c2/C=C(\C#N)C(=O)NC2CCS(=O)(=O)C2)cc1 (stereo not drawn)	-3	-2	14	-21	x	-145	-29	-5	0.3
Cc1cc(C)c(C#N)c(N2CCCC2)n1	1	-4	12	-9	1	-223	30	-6	0.1
COc1ccccc1N1CCN(C(=O)CSc2nc(-c3ccco3)cc(C(F)(F)F)n2)CC1	-1	0[fluorescence artefact?]	11	4	3	-114	-25	-5[fluorescence artefact?]	-0.2
COc1cc(C2=NOC(C(=O)N3CCCc4ccccc43)C2)cc(OC)c1OC (stereo not drawn)	1	-6	5	4	1	20	-34	-6	-0.2
CCCCN(C)C(=O)c1c[nH]c2ccc(S(=O)(=O)N3CCOCC3)cc2c1=O	-2	-1	10	-21	7	-48	-12	5	-0.2
CCn1c(SC(C)C(=O)NC2CCCc3ccccc32)nnc1-c1cccs1 (stereo not drawn)	2	0[fluorescence artefact?]	12	2	-5	14	7	-10[fluorescence artefact?]	-0.5

Remaining list, next part:
molecule	Hck-Nef inh	eIF4E-4G inh	EP2 antag	Tb hexokinase	Rad51 HR inh	m-calpain inh	EP2 modulator	14-3-3 Bad inh	L929 necroptosis
COc1cc(NC(=O)CSc2nc3ccccc3n2-c2ccccc2)c(C)cc1[N+](=O)[O-]	2	4	14	-11	x	-47	49	-10[fluorescence artefact?]	0.5
N=c1sccn1CC(=O)Nc1cccc2ccccc12	-1	-8	7	-1	-2	-26	-19	-3	-0.4
CC1CCC(C(=O)NNC(=O)c2cc(-c3ccco3)[nH]n2)CC1 (stereo not drawn)	2	0	1	1	7	-7	13	2	1.7
O=C(Nc1cc(Cl)ccc1Oc1ccccc1)c1ccccc1F	1	2	11	2	-5	7	46	17	-1.0
COc1cccc2c1OC1(CCN(C(C)C)CC1)N1N=C(c3cccnc3)CC21 (stereo not drawn)	5	4	8	-3	x	30	-3	-3	0.5
Clc1ccc(Nc2nc3ccccc3n3nnnc23)cc1	0	4[fluorescence artefact?]	11	-22	-5	i	26	-2[fluorescence artefact?]	0.0
COc1cc(S(=O)(=O)n2cnc(C)c2)ccc1Cl	18	-2	13	-8	8	-15	22	5	0.5
CCn1c(=O)c(-c2nc3ccccc3[nH]2)c(O)c2ccccc21	18	1	2	1	-1	-219	-16	10	80*
CCCC(=O)Nc1nnc(SCC(=O)Nc2ccc3c(c2)OCCO3)s1	0	0	10	-1	24	14	-13	-12	2.2
Cc1ccc(OCC(=O)N2CCN(S(=O)(=O)c3ccccc3[N+](=O)[O-])CC2)cc1	13	1	2	1	-2	-6	-36	-3	0.9
Oc1[nH]c2ccccc2c1/C=N/N1CCCCC1	-1	-9	x	-21	x	21	-30	-6	0.0
Cc1cc(NC(=O)CCC(=O)N(CCc2ccccc2)C(C(=O)NC2CCCC2)c2ccco2)no1 (stereo not drawn)	0	-1	7	1	2	9	24	9	-0.1

Brought forward from above: 2 entries, followed by the next part.
molecule	Hck-Nef inh	eIF4E-4G inh	EP2 antag	Tb hexokinase	Rad51 HR inh	m-calpain inh	EP2 modulator	14-3-3 Bad inh	L929 necroptosis
Oc1[nH]c2ccccc2c1/C=N/N1CCCCC1	-1	-9	x	-21	x	21	-30	-6	0.0
Cc1cc(NC(=O)CCC(=O)N(CCc2ccccc2)C(C(=O)NC2CCCC2)c2ccco2)no1 (stereo not drawn)	0	-1	7	1	2	9	24	9	-0.1
Cc1ccccc1NC(=O)C1c2ccccc2Oc2ccccc21	3	-1	6	2	-4	3	22	0	1.4
COc1ccc(NC2C=CS(=O)(=O)C2)cc1 (stereo not drawn)	2	0	7	-11	1	1	22	2	-0.5
Cc1ccc2cc3c(NC(=O)c4ccco4)nn(CC(C)C)c3nc2c1	11	-22	7	-10	-1	-127	40	-7	2.1
CCN(CC)C(=O)CSc1nc2cc3c(cc2c(=O)n1CCCC(=O)NCCc1ccc(OC)c(OC)c1)OCO3	17	3	5	2	-20	31	10	20	2.0
CCCCN(C)C(=O)CCCc1c[nH]c2ccccc12	0	-2	11	-1	6	30	-10	-19	0.5
CCc1ccc(C(=O)COC(=O)c2cccs2)cc1	-1	1	x	-11	x	16	-4	14	0.1
CCOC(=O)N1CCN(C(=O)c2cn(CC)c3ccc(S(=O)(=O)N4CCCCC4)cc3c2=O)CC1	14	6	1	-10	-5	32	-17	15	1.7
Cc1ccc(C)c(-n2cc(CN3CCCN(C=O)CC3)c(-c3ccccc3)n2)c1	21	1	1	-7	19	-23	22	-7	-0.3
CCOc1ccc(C(=O)NCC(=O)OC(C)C(=O)NCc2ccco2)cc1OCC (stereo not drawn)	1	6	12	5	-1	-99	23	-15	-0.1
CCOCCCn1c(=NC(=O)c2ccco2)c(C(=O)OCC)cc2c(=O)n3cccc(C)c3nc21	133*	-2	3	-30	x	-325	26	-1	-1.1
COc1ccc(C2=NCN(c3ccc(C)cc3)C(=S)N2)cc1	3	-6	16	-7	-3	4	-42	-2	0.3
O=C(O)/C=C\C(=O)Nc1ccc(Oc2ccc(Br)cc2)cc1	26	3	1	-2	-2	-28	10	-5	2.1

The results go on:
molecule	Hck-Nef inh	eIF4E-4G inh	EP2 antag	Tb hexokinase	Rad51 HR inh	m-calpain inh	EP2 modulator	14-3-3 Bad inh	L929 necroptosis
COc1ccc(CNC(=O)NC2CCCCC2)cc1	-2	3	8	-1	x	9	5	10	0.0
COc1ccc(N2C(=O)c3ccccc3NC2c2ccc(OC)c(Cn3cc([N+](=O)[O-])cn3)c2)cc1 (stereo not drawn)	29	-20	1	-14	-1	-28	20	1	-0.2
CCCOC(=O)/C(C)=N\NC(=O)c1ccco1	-3	8	11	-3	-3	9	30	28	-0.1
C=C1SC(=Nc2ccccc2Cl)N(C(=O)c2sc3ccccc3c2Cl)C1(C)C	-2	3	6	-4	-7	22	19	-4	0.5
Cc1nc2scc(-c3cccs3)c2c(=O)o1	-2	12	4	14	8	-32	2	-11	-0.5
O=C(CC(C(=O)O)C1CCCO1)NCCc1ccc2c(c1)OCO2 (stereo not drawn)	-1	-6	7	4	-3	-15	41	1	-0.3
COC(=O)C1=NN(c2ccccc2OC)C2C(=O)N(c3ccccc3OC)C(=O)C12 (stereo not drawn)	1	6	12	-20	x	17	7	-15	0.3
COc1ccccc1-n1cnc2cc(NC(C)=O)ccc21	1	2[fluorescence artefact?]	13	1	2	-6	0	-1[fluorescence artefact?]	0.1
Cc1c(C)[n+](=O)c2c(n1[O-])CCCCC2	1	-9[fluorescence artefact?]	7	-1	2	-48	13	-3[fluorescence artefact?]	0.1
Cc1ccc(Cl)c(OCC(=O)Nc2ccc3c(c2)OCCO3)c1	1	-3	14	1	4	0	-36	-6	-0.1
CC(C)n1c(O)c(N=NC(=O)C2COc3ccccc3O2)c2ccccc21 (stereo not drawn)	20	-2	4	-13	-3	-23	49	-8	0.5
O=C(CNC(=O)/C=C/c1ccccc1)N=Nc1c(O)n(Cc2ccccc2)c2ccccc12	1	3	13	3	-5	-11	6	1[fluorescence artefact?]	1.2

Carrying on:
molecule	Hck-Nef inh	eIF4E-4G inh	EP2 antag	Tb hexokinase	Rad51 HR inh	m-calpain inh	EP2 modulator	14-3-3 Bad inh	L929 necroptosis
CN(C(=O)CCc1nnc(CCCCc2ccccc2)o1)C1CC(C)(C)NC(C)(C)C1	16	2	8	11	6	31	3	4	-1.7
Cc1ccc(N2NC(=O)/C(=C\c3cc4c(cc3[N+](=O)[O-])OCO4)C2=O)cc1C	15	8	29	2	-41	-23	-36	-19[fluorescence artefact?]	0.1
CCOC(=O)Cc1nnc(NC(=O)c2ncn[nH]2)s1	7	x	11	1	0	-22	-12	x	-0.5
C=CCOC(=O)COc1ccc2c(C)c(C)c(=O)oc2c1	3	7	9	-5	0	-185	29	-5	3.0
CC(Oc1ccccc1)C(=O)N1CCCc2ccccc21 (stereo not drawn)	2	2[fluorescence artefact?]	13	-4	-4	-3	12	2	0.0
O=C(Nc1ccc2c(c1)OCO2)C1CC(c2ccccc2Cl)=NO1 (stereo not drawn)	4	-4	4&6	2	3	-1	3&-69	2	0.7
CCOC(=O)C(C)Sc1nnc(NC(=O)c2cccc([N+](=O)[O-])c2C)s1 (stereo not drawn)	1	4[fluorescence artefact?]	5	-8	-1	19	17	3	-0.7
CCc1c(O)nc(SCC(N)=O)n(-c2ccccc2F)c1=O	2	5	7	-6	11	18	4	-7[fluorescence artefact?]	-0.1
Cc1cc(NS(=O)(=O)c2ccc(Nc3nc(-c4sc(C)nc4C)cs3)cc2)no1	-1	1	39&13	-9	10	-17	-78&-18	-3[fluorescence artefact?]	-0.6
NNC(=O)CC(=O)NC1(Cc2ccc(O)cc2)CCCCC1	22	-2	8	-6	-3	8	-37	-3	5.1
Cn1c2ccccc2c2c(C(=O)N3CCN(c4ccc(F)cc4)CC3)cn(C3CCCC3)c(=O)c21	-17	-2[fluorescence artefact?]	15	-21	-3	-63	31	-13	1.2
CN(C)CCCO/N=C(\c1ccccc1)c1ccncc1	2	0[fluorescence artefact?]	7	-6	0	-13	15	21	-0.3

Next section.
molecule	Hck-Nef inh	eIF4E-4G inh	EP2 antag	Tb hexokinase	Rad51 HR inh	m-calpain inh	EP2 modulator	14-3-3 Bad inh	L929 necroptosis
Cc1ccc(-n2ncc3c(=O)n(CC(=O)N4CCCCCC4)cnc32)cc1	0	x	16	-1	13	x	x	x	-0.5
N=c1c(C(=O)NCc2ccccc2)cc2c(=O)n3ccccc3nc2n1Cc1ccco1	-21	x	11	-4	6	i	-17	x	-1.8
O=C(COc1ccc(Cl)cc1[N+](=O)[O-])N1CCCCC1	18	-2	6	-5	3	-13	11	-8	-0.1
CC(=O)Nc1ccc(-c2cc(-c3ccccc3)nc(-c3ccccc3)n2)cc1	4	-5	9	-3	x	-40	30	-3	1.6
COc1ccccc1N/C(N)=N/c1nc(CSc2ccc(C)cc2)cc(=O)[nH]1	1	-6	15	13	-5	15	-1	2	1.2
CCOC(=O)c1sc2nc(C)nc(Nc3ccc(OC)c(OC)c3)c2c1C	26	-2	3	-12	28	-155	-27	-20	18
CC(C)CC(=O)Nc1nnn(C)n1	3	3	2	-5	-8	17	24	-4[fluorescence artefact?]	1.7
CCOC(=O)C1CCC(CN(Cc2ccccc2C)S(=O)(=O)c2ccc([N+](=O)[O-])cc2)CC1 (stereo not drawn)	-2	0	11	6	x	-12	51	10[fluorescence artefact?]	x
CSc1ccccc1-c1n[nH]c(=S)o1	25	4	46*	-7	-6	-20	38	-7	1.6
CCCN(CCC)CCCNC(=O)CC1Nc2ccccc2NC1=O (stereo not drawn)	2	x	14	-6	0	x	x	x	0.3
CCC(C)NC(=O)c1nc2c(nnn2Cc2ccccc2Cl)c(=O)[nH]1 (stereo not drawn)	29	0	3	-5	7	-8	26	-25	2.3
CCCNC(=O)c1c[nH]c2ccc(S(=O)(=O)N(C)c3ccc(OCC)cc3)cc2c1=O	0	-8	19	-1	-1	-54	-51	25	0.4
